DAX1 inh-1 – NR0B1 (DAX1) inhibition; P51843; inhibition, % at 6.75 µM; AID 504766; actives 0.99% (n = 340,000); HEK293 Gal4-DAX1 luciferase reporter, luminescence;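 active means inhibition above the mean over all tested compounds plus 3 SD, cut at about 4.2% in these data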;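 further: 0% = DAX1-transfected cells with DMSO and 100% = empty-vector control cells with DMSO; inhibition shows as a rise in luminescence from relieved DAX1 repression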
Target sequence (P51843 207-470 limits assumed): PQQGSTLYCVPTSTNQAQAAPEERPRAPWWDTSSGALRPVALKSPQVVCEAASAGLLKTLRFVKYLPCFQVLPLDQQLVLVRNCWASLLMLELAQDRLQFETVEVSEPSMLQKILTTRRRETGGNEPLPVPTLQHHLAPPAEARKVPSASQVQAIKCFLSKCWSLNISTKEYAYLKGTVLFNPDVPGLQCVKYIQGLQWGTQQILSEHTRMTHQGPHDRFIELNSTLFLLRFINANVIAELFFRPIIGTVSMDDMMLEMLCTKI
ssDAF12 agonist – S. stercoralis DAF-12 activation, primary screen | HEK293 ssDAF-12/GRIP1 lit1-tk-luc reporter, luminescence; % of 3 µM dafachronic acid response | activation, % at 6.8 µM | actives 1% (n = 370,000) | AID 652126;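 active means activation above the mean over all tested compounds plus 3 SD, cut at about 0.9% in these data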;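 further: 0% = DMSO-only wells and 100% = 3 µM delta7-dafachronic acid wells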
hcDAF-12 act – H. contortus DAF-12 activation, primary screen; activation, % at 6.8 µM; HEK293 hcDAF-12 lit1-tk-luc reporter, luminescence; 0% DMSO, 100% Δ7-dafachronic acid; actives 1.4% (n = 370,000);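 active means activation above the mean of all tested compounds plus 3 SD, cut at about 5.5% in these data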;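 further: 100% = response to 3 µM Δ7-dafachronic acid high control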
DAX1 inh-2 – blocks DAX1 repression of SF-1 activated StAR promoter; HEK293T StAR-luciferase reporter, SF-1/DAX-1 repression relief; AID 652010; actives 1.1% (n = 370,000); inhibition, % at 6.8 µM;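 active means inhibition above the mean over all tested compounds plus 3 SD, cut at about 3.6% in these data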;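 further: 0% = DAX-1 cells with DMSO and 100% = cells lacking DAX-1 with DMSO; higher inhibition means more luminescence from relief of DAX-1 repression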
HGIII-sPLA2 inh – Inhibits HGIII-sPLA2 liposome hydrolysis, primary screen; QFRET BODIPY PC-A2 liposome hydrolysis, fluorescence; actives 0.56% (n = 370,000); inhibition, % at 12.2 µM; Q9NZ20;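 active means inhibition above mean plus 3 SD of compounds lying within the high and low control bounds, cut at about 19% in these data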;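 further: 0% = median of test compound wells and 100% = no enzyme DMSO wells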
FXN GAA850 act – activators of GAA850 frataxin (FXN) promoter. HEK293 lucGAA850 FXN promoter luciferase reporter, 24 h; percent of 10 µM SAHA response. activation, % at 6 µM. actives 0.56% (n = 360,000);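 active means activation above the average of all compounds screened plus 3 SD, cutoff fixed separately per campaign, cut at about 7.5% in these data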;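 further: 0% = DMSO wells and 100% = 10 µM SAHA wells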
NR1D1 modulator – modulates human Rev-erb alpha binding to DNA. P20393. Rev-erbα–FITC-DNA binding, fluorescence polarization, 90 min. activity, % at 10 µM. actives 0.79% (n = 370,000). AID 1259318;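 active means activity above about 14%, limit read from the data; passing the limit was not always enough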;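 further: 0% = DMSO wells with 35 nM protein and 100% = DMSO wells with 750 nM protein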
Target sequence (P20393 whole entry, looked up): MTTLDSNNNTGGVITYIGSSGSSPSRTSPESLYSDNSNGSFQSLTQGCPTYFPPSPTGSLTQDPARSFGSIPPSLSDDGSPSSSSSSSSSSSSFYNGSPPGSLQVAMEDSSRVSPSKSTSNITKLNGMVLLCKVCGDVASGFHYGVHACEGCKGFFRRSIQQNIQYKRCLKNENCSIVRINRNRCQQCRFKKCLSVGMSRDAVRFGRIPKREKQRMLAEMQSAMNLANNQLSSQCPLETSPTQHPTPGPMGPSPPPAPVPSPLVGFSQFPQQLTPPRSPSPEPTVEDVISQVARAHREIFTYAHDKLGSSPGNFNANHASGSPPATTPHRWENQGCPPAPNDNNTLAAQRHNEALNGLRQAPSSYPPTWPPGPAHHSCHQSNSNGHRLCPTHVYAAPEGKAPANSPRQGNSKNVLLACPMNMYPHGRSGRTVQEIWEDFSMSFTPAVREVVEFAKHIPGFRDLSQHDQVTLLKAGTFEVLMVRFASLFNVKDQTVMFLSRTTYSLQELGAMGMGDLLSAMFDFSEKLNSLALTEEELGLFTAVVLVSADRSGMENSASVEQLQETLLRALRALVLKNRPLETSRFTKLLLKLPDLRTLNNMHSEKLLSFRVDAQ
PG9 Ab binder – small molecules binding HIV-1 gp120 antibody PG9. actives 0.43% (n = 360,000). AID 624416. TR-FRET gp120-PG9 antibody binding. inhibition, % at 6.7 µM; in the data active means inhibition above about 8.5%
hgDAF-12 ag – activates the H. glycines DAF-12 receptor ligand-binding domain; HEK293 GAL4-hgDAF12 UAS-luciferase reporter, agonist luminescence; normalized to butyrate control; activation, % at 6.8 µM; actives 1.8% (n = 370,000); AID 687014;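 active means activation above a cutoff set at the mean of all screened compounds plus 3 SD, cut at about 10% in these data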;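 further: 0% = DMSO wells and 100% = sodium butyrate wells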
PLCb3 inh – PLC-beta3 (human) inhibition, primary screen; inhibition, % at 12.2 µM; Purified PLC-beta3, fluorogenic substrate, fluorescence; actives 0.18% (n = 370,000); Q01970; AID 720704; in the data active means inhibition above about 11%;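 further: 0% = median of compound wells on plate and 100% = full blocker control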
SMARCA2 activ – increases SMARCA2 function in MMTV reporter cells; AID 652017; MG213 cells, MMTV-luciferase reporter, dexamethasone, overnight; actives 1% (n = 370,000); activation, % at 9.1 µM; in the data active means activation above about 7.8%;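 further: 0% = vehicle wells and 100% = reference activator wells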
* = called active by the depositor; i = inactive; . = not tested or not shown. Outcome played no part in choosing rows. Share with any hit: about 7%.

SMILES	DAX1 inh-1	ssDAF12 agonist	hcDAF-12 act	DAX1 inh-2	HGIII-sPLA2 inh	FXN GAA850 act	NR1D1 modulator	PG9 Ab binder	hgDAF-12 ag	PLCb3 inh	SMARCA2 activ
CNc1ccc(Oc2nc([N+](=O)[O-])nn2C)cc1	0.9	-1.2	-0.7	0.1	2	-0.1	-4	1.3	0.4	2	-3
CC(C)(C)NS(=O)(=O)c1ccc(NC(=O)c2cc(-c3ccccc3)nc3ccccc23)cc1	-0.2	-1.5	-0.8	-0.5	-5	0.9	1	-1.7	-0.3	1	-1
Cc1cnc(NC(=O)c2cccc(S(=O)(=O)N3CCOCC3)c2)s1	0.5	-0.8	4.9	-0.3	3	0.7	1	-0.4	1.2	-5	-1
COc1ccccc1CNC(=O)CCC1N=C2c3ccccc3N=C(SCC(=O)NCC3CCCO3)N2C1=O (stereo not given)	0.4	-0.9	-0.8	-1.8	0	0.3	-2	-2.9	-0.7	-2	1
CC(=O)Nc1ccc(OCCOc2ccc([N+](=O)[O-])cc2)cc1	-1.7	-1.4	-1.0	-0.6	-2	0.6	-1	1.3	-1.2	-1	-3
CCCCNS(=O)(=O)c1cc2c3c(c1)CCN3C(=O)CC2	0.8	-1.2	-0.1	0.0	2	1.1	-2	-2.3	0.5	-10	-2
Cc1c(C(=O)NCC(c2ccco2)N2CCCC2)sc2ccccc12 (stereo not given)	1.7	0.5	4.0	1.7	-5	-0.9	-1	-0.6	3.5	-1	1
Cc1ccc(Cn2c(SCC(C)C)nc3c2c(=O)[nH]c(=O)n3C)cc1	-0.5	-0.7	2.6	-0.7	5	2.9	1	1.9	0.0	2	-3
CCOc1ccc(Nc2cc(C)nc3ccc(C)cc23)cc1	0.9	-1.6	-1.3	0.2	11	-2.2	-9	1.4	-2.2	-6	-6
CCOC(=O)c1ccc(N2C(=O)C3CCOc4ccccc4C32)cc1 (stereo not given)	1.2	-1.1	-1.7	-0.1	1	2.2	-8	-3.8	1.1	9	0
Cc1cc(C)c(NC(=O)Nc2ccccc2)c(C)n1	0.5	0.7	2.1	0.8	10	1.3	2	-1.4	-1.1	1	-1
CC(C)=CCCC(C)N(C=O)C(C)CCC=C(C)C (stereo not given)	0.4	-1.5	-1.3	-0.7	0	-5.7	-1	0.0	-5.8	-1	-1
CN(C)C(=O)CSCc1c(Cl)cccc1Cl	-0.1	-1.2	-1.2	-0.1	7	-0.6	-5	-1.3	2.4	2	1
Cc1ccccc1-c1nnc(SCC(=O)NCc2ccc3c(c2)OCO3)n1C	0.3	-1.4	0.1	-0.2	-2	-0.7	-1	-0.3	-0.7	1	-1
CCOC(=O)C1(Cc2ccccc2C(F)(F)F)CCN(CCCn2cccn2)CC1	0.3	-0.9	-1.1	-0.3	-7	-0.3	2	0.3	-3.0	1	-3
CCOC(=O)/C=C1\CN(C(C)c2ccccc2)S(=O)(=O)c2ccccc21 (stereo not given)	2.2	-1.7	0.3	0.7	0	0.6	4	-1.3	-2.5	1	1
C=CCSc1nnc(-c2sc(-c3ccccc3)nc2C)n1C	0.1	-0.5	0.4	-0.5	0	1.1	5	-0.3	3.2	-279	0
Clc1ccc(-c2noc(CN3CCCC3)n2)cc1	0.8	-0.1	0.7	1.5	0	3.2	3	1.3	2.5	-1	4
COc1ccccc1CCn1cnc(Cc2ccccc2)c1C(C)C	.	-0.5	-2.8	-2.5	0	.	-3	1.5	4.4	-5	-2
CCCc1cc(=O)oc2c3c(cc(OCC(=O)N[C@@H](CSC)C(=O)O)c12)OC(C)(C)CC3	0.7	-1.2	-1.7	-0.4	-4	-1.0	3	-1.8	2.7	i	0
CC(Nc1ncnc2sccc12)c1ccccc1 (stereo not given)	-1.8	-1.6	-3.9	-1.5	1	-5.1	-3	0.1	-8.3	-10	-6
N#Cc1cccc(NC(=O)N2CCC(c3nc4c(nnn4Cc4cccc(Cl)c4)c(=O)[nH]3)CC2)c1	0.2	-1.4	-1.1	0.5	1	1.1	-1	-2.3	0.0	1	-2
O=C1C(=C(O)c2ccccc2)C(=O)c2ccccc21	-0.9	2.1*	7.0*	0.2	4	1.7	1	-2.0	3.3	-6	2
Cc1nnc(N/N=C/C(C)c2ccccc2)[nH]c1=O (stereo not given)	1.7	-0.4	0.0	0.0	2	-2.4	-2	0.4	-1.4	-28	-5
O=C(Nc1ccc(F)cc1)Nc1nnc(Cc2ccccc2F)s1	0.3	-1.4	0.6	-0.6	-13	0.5	9	0.3	1.3	-7	-3

Entries listed above shown as hits in hcDAF-12 act:
smiles	DAX1 inh-1	ssDAF12 agonist	hcDAF-12 act	DAX1 inh-2	HGIII-sPLA2 inh	NR1D1 modulator	PG9 Ab binder	PLCb3 inh	SMARCA2 activ
O=C1C(=C(O)c2ccccc2)C(=O)c2ccccc21	-0.9	2.1*	7.0*	0.2	4	1	-2.0	-6	2

(listing goes on)
SMILES	DAX1 inh-1	ssDAF12 agonist	hcDAF-12 act	DAX1 inh-2	HGIII-sPLA2 inh	FXN GAA850 act	NR1D1 modulator	PG9 Ab binder	hgDAF-12 ag	PLCb3 inh	SMARCA2 activ
CC(C)C(NC(=O)c1ccco1)C(=O)NCC(c1ccco1)N1CCCCC1 (stereo not given)	0.6	-1.4	-0.6	0.1	3	1.3	0	-0.6	1.7	-7	-2
CCCOc1ccc(C2C(C(=O)/C=C/c3ccco3)=C(O)C(=O)N2CCN2CCOCC2)cc1OC (stereo not given)	1.4	-1.5	-1.1	-0.5	-9	-2.8	-2	-2.2	-1.4	-37	-3
CS(=O)(=O)N1N=C(c2cccs2)CC1c1ccccc1 (stereo not given)	-1.9	-1.7	0.2	0.0	-4	2.9	4	-1.1	1.8	-5	-2
O=C(/C=C/[C@H]1O[C@@H](n2ccc(=O)[nH]c2=O)[C@H](O)[C@@H]1O)NCCN1CCCCC1	.	-1.4	-1.2	0.6	14	.	-1	-2.9	1.7	-1	-4
Cc1onc(-c2c(F)cccc2Cl)c1C(=O)NNC(=O)C1CCN(Cc2cccc(F)c2)CC1	1.3	-1.0	-0.1	0.8	-11	-0.8	1	-0.1	8.0	-1	-1
CCCc1nc2cc(C)c(Br)c(C)n2c1CC1CCCCC1	.	-0.7	-0.8	-4.6	6	.	-7	0.8	-5.6	4	-7
O=C(N1CCOCC1)N1CCN(C(c2ccccc2)c2ccccc2)CC1	0.6	-0.7	-0.5	-1.2	5	-2.4	4	3.2	-2.5	-5	0
COC(=O)[C@]12C[C@H](CC(=O)NCCC(C)C)C(=O)N(Cc3ccccc3)C1=C[C@H](C(C)(C)C)O[C@@H]2C	.	-0.8	1.6	-1.4	1	.	3	-1.0	-1.3	4	-4
O=S(=O)(/N=C(/c1ccccc1Cl)N1CCOCC1)c1ccccc1	-0.2	-1.4	-0.6	0.0	3	2.3	-3	-0.4	3.1	0	-1
CCC(C)OC(=O)C1=C(C)NC(=O)CC1c1ccccc1OC (stereo not given)	-1.0	-0.3	-2.6	-0.6	3	-1.0	7	-1.2	-2.4	4	1
CCCCC1Cc2[nH]c(=S)[nH]c(=O)c2C(c2ccc(Cl)cc2)O1 (stereo not given)	.	-0.9	1.1	0.1	6	.	-4	-0.1	-2.1	-1	-1
O=C(NN1C(=O)NC2(CCCCC2)C1=O)c1ccc(Cl)c(Cl)c1	-0.5	-1.1	-1.0	-1.7	9	2.2	2	2.0	-3.0	-11	0
COC(=O)C1=C(C)NC(=O)NC1c1ccc(-c2ccc(Cl)cc2)o1 (stereo not given)	-0.5	-2.1	-2.1	0.7	-9	2.1	1	-1.3	-1.5	-8	-3
Cn1c(=O)[nH]c(=O)c2c1nc(N1CCCCCC1)n2CCOc1ccccc1	-0.9	-1.4	-0.8	-0.5	7	1.9	1	-1.0	-1.2	-8	-2
COC(=O)c1[nH]c2cc(OC)ccc2c1NC(=O)CN1CCN(c2cccc(C)c2)C(C)C1 (stereo not given)	-0.9	-1.5	-2.5	-1.1	-14	1.1	13	0.0	-2.5	-3	-5
C=CCn1c(SCC(=O)Nc2c(C)n(C)n(-c3ccccc3)c2=O)nnc1-c1cccnc1	-0.2	-1.4	-0.8	-0.3	7	1.1	1	0.8	-4.6	7	-2
CC1Sc2ccc(S(=O)(=O)N3CCC(C(=O)Nc4ccc(Cl)cc4)CC3)cc2NC1=O (stereo not given)	-4.3	-2.3	-5.7	-9.2	-37	-6.6	7	-1.1	-7.8	-9	-4
COc1ccc(C2=Nc3ccccc3OC2)cc1	0.9	-0.3	1.8	-0.3	-2	1.8	3	-0.7	0.4	-7	2
Cn1c2ccccc2c(=O)c2c(=O)n(Cc3ccco3)c(COc3ccccc3)nc21	-0.8	-1.5	-0.7	0.0	-7	4.0	-24	6.3	3.1	-10	-3
O=C1CCCC(O)=C1N=Nc1c(Cl)cc(Cl)cc1Cl	-1.2	-1.4	-1.0	0.0	-2	2.3	-2	0.5	-1.7	5	0
N/C(COc1ccc(F)cc1)=N\NC(=O)c1cccnc1Oc1ccccc1	-0.4	-1.3	-1.4	-0.2	-3	-0.7	2	0.7	1.9	3	-2
Cc1ccc(C(=O)N2CC3(C(C)C)CN(C(=O)c4ccc(C)cc4)CC(C(C)C)(C2)C3=O)cc1	0.2	-1.0	-0.7	-0.3	8	2.5	2	-0.3	0.6	1	-3
O=C1CCC(C(=O)Nc2cccc3ccccc23)N1 (stereo not given)	0.1	-1.1	1.0	0.1	4	1.3	-9	-0.2	-1.1	2	-1
COc1ccc(Br)c(Cn2c(C)c(C(=O)NCc3cccc([N+](=O)[O-])c3)sc2=O)c1	.	-1.3	-1.9	0.3	-12	-1.1	-13	-1.3	-2.7	1	-1
CCOC(=O)Cc1csc(NC(=O)c2ccc(F)cc2)n1	0.2	-1.7	-2.1	-0.5	-1	2.5	0	0.5	-1.2	-3	-4

(list continues)
SMILES	DAX1 inh-1	ssDAF12 agonist	hcDAF-12 act	DAX1 inh-2	HGIII-sPLA2 inh	FXN GAA850 act	NR1D1 modulator	PG9 Ab binder	hgDAF-12 ag	PLCb3 inh	SMARCA2 activ
CC(C)c1ccc(/C=N/NC(=O)CCNC(=O)c2ccccc2)cc1	0.9	-0.8	0.9	0.3	-3	2.0	-2	-1.0	4.4	1	2
CCOC(=O)[C@]12CCCC=C1N(Cc1ccco1)C(=O)[C@H](CC(=O)N1CCSCC1)C2	.	-0.4	-0.1	-0.4	4	.	-1	0.7	3.5	3	-3
O=C(COC(=O)c1ccc(S(=O)(=O)N2CCCC2)cc1)NCc1ccc(F)cc1	0.5	-0.8	-0.3	-0.5	-3	-0.5	0	-0.1	0.2	1	-1
CCSCC1COC(c2cccn2Cc2ccc(C)cc2)=N1 (stereo not given)	-0.5	-1.2	0.8	-0.5	-4	0.7	5	-0.6	2.0	-2	1
CCCCNCc1cc(Cl)c(OCCC)c(OCC)c1	1.0	-1.0	-0.5	1.9	8	-1.4	-3	-1.0	-1.3	1	-4
Cn1c(SCC(=O)N2CCCc3ccccc32)nnc1-c1c[nH]c2ccccc12	-1.6	-1.4	-1.7	0.4	-4	-0.5	-4	0.6	-1.4	-1	0
